Screening results: PubChem, Sanford-Burnham Center for Chemical Genomics
H9c2 TAG inh – inhibitors of triacylglycerol accumulation; actives 0.66% (n = 230,000); inhibition, % at 12.5 µM; AID 651582; H9c2 cells, Nile Red lipid (TAG) fluorescence; cells loaded with 200 µM oleic acid;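 active means pattern-corrected inhibition of lipid staining of at least 50% with the nuclear-stain viability signal not falling by more than 50%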;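 further: 0% = DMSO wells and 100% = triacsin C control wells; some results filed as inactive read as strong as hits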
H9c2 TAG inh DAPI viability – recorded beside H9c2 TAG inh, whose call it bears; DAPI nuclei signal change (viability), lower = more cytotoxic, %;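 whole-well DAPI fluorescence read on a plate reader as a viability signal; minus 50 percent equals half of cells still viable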
* = called active by the depositor; & = joins results of further samples.

SMILES	H9c2 TAG inh	H9c2 TAG inh DAPI viability
O=C1NC(=O)C(=Cc2ccc(SC3CCCCC3)o2)C(=O)N1	15	-10
O=C(c1ccccc1)c1ccc(N=Nc2c(O)[nH]c(=O)[nH]c2=O)cc1	7	-23
O=[N+]([O-])c1ccc(NCCCN2CCOCC2)nc1	-6	8
COc1cccc2c1C(=O)c1c(O)c3c(c(O)c1C2=O)CC(O)(C(C)=NO)CC3OC1CC(N)C(O)C(C)O1 (stereo not drawn)	58	-96
CN(C)C(=O)Oc1cc(OC(=O)N(C)C)cc(C(O)CNC(C)(C)C)c1 (stereo not drawn)	5&-13	-13&13
COc1ccc(C(=O)C2CN(C)CC2C(=O)c2ccc(OC)cc2)cc1 (stereo not drawn)	-5	5
CN1CC(Br)C(=O)NC1=O (stereo not drawn)	4	-5
CCCC[N+]1(C)C2CC(OC(=O)C(CO)c3ccccc3)CC1C1OC12 (stereo not drawn)	14	-3
CC(C)(C)c1o[nH]c(=O)c1CC(N)C(=O)O (stereo not drawn)	0	8
COc1ccc(CN2CCCC(C(=O)c3ccccc3SC)C2)cc1O (stereo not drawn)	-5	9
Cc1ccc2c(c1)C1CN(C)CCC1N2C(=O)c1cccnc1Cl (stereo not drawn)	0	-2
COC(=O)C1=C(c2ccc(-c3ccccc3)c(F)c2)C[C@@H]2CC[C@H]1N2C(=O)NCc1ccc(F)cc1	7	-3
N#Cc1ccc(NC(=O)CN2C(=O)NC3(CCCCCCC3)C2=O)cc1Cl	9	7
COc1ccc(-n2c(=O)[nH]c3ccccc3c2=O)c(OC)c1	13	-11
CC(C)N1C(=O)CC2(CC[N+](C)(CCOC(=O)C(O)(c3ccccc3)c3ccccc3)CC2)C1=O (stereo not drawn)	12	-10
C#CCN(C)C(C)Cc1ccccc1 (stereo not drawn)	10	-5
CC1CN=C(NCc2ccccc2)S1 (stereo not drawn)	-7	-9
c1ccc(CCCN2CCN(CCOC(c3ccccc3)c3ccccc3)CC2)cc1	-7	13
CC1CCCN(CC(=O)c2ccc(Cl)c(Cl)c2)C1 (stereo not drawn)	-11	3
Cc1cc(-c2ccccc2)cc(-c2ccccc2)[n+]1CCc1ccccc1	17	-23
CCC1C(c2ccccc2)NC(c2ccccc2)CC1(O)c1ccc(F)cc1 (stereo not drawn)	18	-2
CCC(=NCC1CCCO1)c1c(O)n(-c2ccccc2)c(=O)[nH]c1=O (stereo not drawn)	-16	0
COc1ccc(-n2c(-c3ccccc3F)nc3ccccc3c2=O)cc1	-8	2
Cc1cccc(-n2c(O)c(C=Nc3ccc(S(N)(=O)=O)cc3)c(=O)[nH]c2=O)c1	-21	3
O=C(c1ccc(F)cc1)N1CCC2(CC1)OCCO2	-2	4
SMILES	H9c2 TAG inh	H9c2 TAG inh DAPI viability
Cc1[nH]c2ccccc2c1CCN	6	-10
CN1C(=O)N(C)C(=O)C2(Cc3ccccc3N3CCCC32)C1=O (stereo not drawn)	2	0
COC(=O)C1=C(c2ccc3ccccc3c2)C[C@@H]2CC[C@H]1N2C(=O)NC1CC1	1	-1
OCCNc1c2c(nc3ccccc13)CCCC2	11	-3
O=C1C(=Cc2ccccc2)N2CCC1CC2	15	4
COc1ccc(-c2ccc(OC)c(OC)c2OC)cc1	12	-31
C=C1[C@@H](C)[C@H]2[C@H](Cc3ccccc3)NC(=O)[C@]23OC(=O)/C=C/[C@H](O)CCC[C@@H](C)C/C=C/[C@H]3[C@@H]1O	96	-64
CCC(=NCCN1CCOCC1)c1c(O)n(-c2ccccc2C)c(=O)[nH]c1=O	4	-11
CCC(=NCC1CCCO1)c1c(O)n(-c2ccc(OC)cc2)c(=O)[nH]c1=O (stereo not drawn)	14	-13
CC(=NCc1ccc(F)cc1)c1c(O)n(C)c(=O)n(C)c1=O	-6	2
CC(Cc1ccccc1)[n+]1cc(/N=C(\[O-])Nc2ccccc2)on1 (stereo not drawn)	-6	-8
O=C(Cn1cnc2ccccc2c1=O)NCCC(=O)N1CCC2(CC1)OCCO2	-7	11
COc1ccc(OC)c(NC2=NCCCS2)c1	-3	5
FC(F)(F)c1ccc2c(c1)ncn2C1CCN(Cc2nnnn2C2CCCCC2)CC1	19	4
CC(C)CC(=O)Nc1ccc(S(=O)(=O)N2CC3CC(C2)c2cccc(=O)n2C3)cc1 (stereo not drawn)	-2	-4
Cc1cc(C)c(C2=NOC(O)(C(F)(F)F)C2)c(=O)[nH]1 (stereo not drawn)	6	2
COc1ccc(C(CC(=O)N2CCC3(CC2)OCCO3)NS(=O)(=O)c2ccc(OC)cc2)cc1 (stereo not drawn)	-5	3
COC(=O)C1C(C(=O)O)C2(Cl)C(Cl)=C(Cl)C1(Cl)C2(Cl)Cl (stereo not drawn)	1	0
Cc1ccc(N=C(/N=C(\N)N[N+](=O)[O-])Nc2ccc(C)cc2)cc1	0	1
CC(=O)O[C@@H]1CC[C@]2(C)C3CC[C@@]4(C)C(C[C@@H](O)[C@@H]4O)C3[C@@H](OC(C)=O)C[C@H]2C1 (stereo partly drawn)	8	-1
O=C1NC(=O)N(Cc2ccc(F)cc2)C(=O)/C1=C\c1ccoc1	-3	-8
O=C1Nc2ccccc2Oc2ccccc21	4	6
CCC(C)NC(=O)c1c(N)n(Cc2ccc3c(c2)OCO3)c2nc3ccccc3nc12 (stereo not drawn)	32	54
COC(=O)C1=C(c2ccc(F)cc2F)C[C@@H]2CC[C@H]1N2C(=O)N1CCCCC1	-11	-3
CN(C(=O)Oc1ccc(F)cc1)c1ccccc1	7	-3
SMILES	H9c2 TAG inh	H9c2 TAG inh DAPI viability
CCN(CC)C(=O)c1ccc(NC(=O)c2ccc(N3CCCC3=O)cc2)cc1	12	-2
c1ccc(CNc2c3c(nc4ccccc24)CCC3)cc1	-18	4
NP(=O)(Oc1ccccc1Cl)Oc1ccccc1Cl	-30	16
CC(CN1CCOCC1)C(C#N)(c1ccccc1)c1ccccc1 (stereo not drawn)	0	-1
Cc1cc(C)cc(N2C(=O)NC(=O)/C(=C\c3cc(C)n(C)c3C)C2=O)c1	-15	-19
C=CCN1C(=O)NC(=O)/C(=C/c2cnc(SC)nc2)C1=O	-4	-8
CN(C)C(=O)Oc1cccc2c(OC(=O)N(C)C)cccc12	-11	-18
O=[N+]([O-])c1ccc(N2CCNCC2)cc1Sc1ccccn1	-6	9
CNCCc1nc(N)n[nH]1	-2	5
Nc1ccc(Sc2ccc(N)cc2)cc1	-10	5
O=c1[nH]c(=S)n(CCC2=CCCCC2)c(O)c1C=NCCCn1ccnc1	2	-3
Cc1ccc(OP(N)(=O)Oc2ccc(C)cc2)cc1	-54	-11
CCCCCSc1cc(OC)c(CCNC)cc1OC	18	19
CNC(=O)Oc1ccccc1OC(C)C	-27	4
O=C1NC(=O)N(c2cccc(F)c2)C(=O)/C1=C/c1ccc(N2CCOCC2)cc1	-1	-3
CN1C(=O)C(C2CCCCC2)C(=O)N(C)C1=O	-1	3
COC(=O)CCCCC1SCC(NC(=O)c2ccccc2)C1Cl (stereo not drawn)	-4	2
COc1ccc(CN2CCCC(C(=O)c3sccc3C)C2)cc1O (stereo not drawn)	-12	8
CN1Cc2cnnn2-c2ccccc2C1c1ccccc1 (stereo not drawn)	-2	-1
O=C1/C(=C/c2cccnc2)N2CCC1CC2	0	0
CCOC(=O)C1(c2ccccc2)CCN(CCC(=O)Nc2ccc(F)cc2)CC1	0	8
CCC(=O)OC1(c2ccccc2)C(C)CN(C)CC1C (stereo not drawn)	2	2
CCOC(=O)C(O)(c1ccc(NC(=O)NC)cc1)C(F)(F)F (stereo not drawn)	4	0
CC(c1ccccc1)[n+]1ccccc1 (stereo not drawn)	-4	3
Nc1c2c(nc3sc4c(c13)CCCCC4)CCCC2	5	8

Exported with bars between the fields: part of the list above.
Molecule | H9c2 TAG inh | H9c2 TAG inh DAPI viability
NP(=O)(Oc1ccccc1Cl)Oc1ccccc1Cl | -30 | 16
CC(CN1CCOCC1)C(C#N)(c1ccccc1)c1ccccc1 (stereo not drawn) | 0 | -1
Cc1cc(C)cc(N2C(=O)NC(=O)/C(=C\c3cc(C)n(C)c3C)C2=O)c1 | -15 | -19
C=CCN1C(=O)NC(=O)/C(=C/c2cnc(SC)nc2)C1=O | -4 | -8
CN(C)C(=O)Oc1cccc2c(OC(=O)N(C)C)cccc12 | -11 | -18
O=[N+]([O-])c1ccc(N2CCNCC2)cc1Sc1ccccn1 | -6 | 9
CNCCc1nc(N)n[nH]1 | -2 | 5
Nc1ccc(Sc2ccc(N)cc2)cc1 | -10 | 5
O=c1[nH]c(=S)n(CCC2=CCCCC2)c(O)c1C=NCCCn1ccnc1 | 2 | -3
Cc1ccc(OP(N)(=O)Oc2ccc(C)cc2)cc1 | -54 | -11
CCCCCSc1cc(OC)c(CCNC)cc1OC | 18 | 19
CNC(=O)Oc1ccccc1OC(C)C | -27 | 4
O=C1NC(=O)N(c2cccc(F)c2)C(=O)/C1=C/c1ccc(N2CCOCC2)cc1 | -1 | -3
CN1C(=O)C(C2CCCCC2)C(=O)N(C)C1=O | -1 | 3
COC(=O)CCCCC1SCC(NC(=O)c2ccccc2)C1Cl (stereo not drawn) | -4 | 2
COc1ccc(CN2CCCC(C(=O)c3sccc3C)C2)cc1O (stereo not drawn) | -12 | 8
CN1Cc2cnnn2-c2ccccc2C1c1ccccc1 (stereo not drawn) | -2 | -1

Reprinted at random: 2 records from the list, in no set order.
SMILES	H9c2 TAG inh	H9c2 TAG inh DAPI viability
CCC(C)NC(=O)c1c(N)n(Cc2ccc3c(c2)OCO3)c2nc3ccccc3nc12 (stereo not drawn)	32	54
O=C(c1ccc(F)cc1)N1CCC2(CC1)OCCO2	-2	4

More results
SMILES	H9c2 TAG inh	H9c2 TAG inh DAPI viability
N#CC1=C(N)Oc2c(c(=O)oc3ccccc23)C1c1cccnc1 (stereo not drawn)	-12	5
CCCNC(=O)N1[C@H]2CC[C@@H]1C(C(=O)OC)=C(c1ccc(C(C)=O)cc1)C2	-22	-1
C=CCn1c(O)c(C=NC2CCN(Cc3ccccc3)CC2)c(=O)[nH]c1=O	2	-7
COc1ccccc1CC(=O)N1CCN(CCc2ccccc2)CC1	12	-3
O=c1[nH]c(=O)n(CCc2ccccc2)c(O)c1C=NCCN1CCNCC1	0	1
Cc1cccc(-n2c(-c3ccc([N+](=O)[O-])cc3)nc3ccccc3c2=O)c1	1	-5
O=C(Cc1ccccc1)Oc1ccc(N2C(=O)C3CCCCC3C2=O)cc1 (stereo not drawn)	-1	-4
CCN(CC)C(=O)Oc1ccc(NC(=O)N2CCOCC2)cc1	2	-10
Cc1cccc(CCNCc2cc3ccc(C)cc3[nH]c2=O)c1	-10	2
COC(=O)C1=C(c2cccc(OC)c2OC)C[C@@H]2CC[C@H]1N2C(=O)NC(C)C	-11	-3
Cc1ccc(-n2c(O)c(C=Nc3ccc(S(N)(=O)=O)cc3)c(=O)[nH]c2=O)cc1	12	-2
C=CCn1c(O)c(C(CC)=Nc2cccc(C(=O)O)c2)c(=O)[nH]c1=O	-4	9
CCNC(=S)N1CCn2cccc2C1c1cccnc1 (stereo not drawn)	4	-2
CC(=NCC1CCCO1)c1c(O)n(-c2ccccc2C)c(=O)[nH]c1=O (stereo not drawn)	7	-3
Cc1cc(O)c2c(c1)OC(C)(C)C1=C2CC(C)CC1 (stereo not drawn)	-7	3
COC(=O)C1=C(c2ccc(F)cc2OCc2ccccc2)C[C@@H]2CC[C@H]1N2C(=O)NCCCOC(C)C	-2	-6
COc1ccc2[nH]cc(CCN(C)C)c2c1	4	9
O=C1CC(=O)N(c2ccccc2)C(=O)N1c1ccccc1	-11	2
CCC(=NCc1cccnc1)c1c(O)n(-c2ccc(Cl)cc2)c(=O)[nH]c1=O	0	5
CC(C)OC(=O)C1C(=O)NC2(C)CC1c1ccccc1O2 (stereo not drawn)	4	-5
COCCNC(=O)N1[C@H]2CC[C@@H]1C(C(=O)OC)=C(c1ccc(OC)c(OC)c1)C2	-1	5
CCOC(=O)c1ccc(N=C(C)c2c(O)[nH]c(=O)[nH]c2=O)cc1	2	-2
O=c1c2ccccc2nc(-c2ccco2)n1-c1ccncc1	-3	5
CCOc1ccc(-c2cc(C)[n+](CCN(CC)CC)c(-c3ccc(OCC)cc3)c2)cc1	19	25
COC(=O)C1=CO[C@@H](C)[C@@H]2CN3CC[C@]4(C(=O)Nc5ccccc54)[C@@H]3C[C@H]12	-3	3
SMILES	H9c2 TAG inh	H9c2 TAG inh DAPI viability
CC(C)(C)P(=O)(NCc1ccccc1)c1ccccc1 (stereo not drawn)	-9	-5
C=CCCC1(C(C)C)C(=O)NC(=S)NC1=O	-2	6
COc1cc(/C=C/[N+](=O)[O-])ccc1O	7	-6
C[C@]12CCC3C(CC[C@H]4C[C@@H](O)CC[C@]34C)C1C/C(=N/O)[C@@H]2O (stereo partly drawn)	11	-4
COC(=O)C1=C(c2ccccc2)C[C@@H]2CC[C@H]1N2C(=O)NC1CC1	-21	-5
CCCCC(=O)N/N=C/c1c(O)n(-c2cccc3ccccc23)c(=O)[nH]c1=O	13	-12
CC(Cc1ccccc1)NC(=O)c1ccc(N)cc1 (stereo not drawn)	1	-3
Cc1ccc(Cn2nc(C)c(C=O)c2Cl)cc1	-1	-1
O=C(Nc1ccccc1OC(=O)N1CCOCC1)N1CCOCC1	7	-4
C[C@]12CCC3C(CC[C@H]4C[C@@H](O)CC[C@]34C)C1CC[C@@H]2OC(=O)[C@H](N)CCCCN (stereo partly drawn)	6	-4
C=CCOC(=O)N1Cc2ccccc2-n2nncc2C1	-22	8
OC(c1ccncc1)(c1ccc(F)cc1)c1ccc(F)cc1	-14	6
CN1CCN(c2cc(N3CCCC3)c([N+](=O)[O-])cc2F)CC1	21	-7
CC1=C(C)CC2(CC1)C(=O)NC(=O)NC2=O	-4	5
COC(=O)C1=C(c2c(C)noc2C)C[C@@H]2CC[C@H]1N2C(=O)NCCOc1ccc(OC)cc1	4	0
Oc1ccc2ccccc2c1CN1CC=C(c2ccccc2)CC1	0	2
O=c1c2ccccc2nc(-c2ccco2)n1-c1nccs1	21	1
c1ccc(C2CN3CCC2CC3)cc1 (stereo not drawn)	1	-3
N#Cc1ccccc1Cn1cc(C(=O)c2cccs2)c2ccccc21	-17	-9
CC(C)N1C(=O)/C(=C/C=C/c2ccco2)C(=O)N(Cc2ccco2)C1=O	-13	-2

Not all compounds are listed (hit frequency here may not be typical).
